# M5 PAM – potentiates acetylcholine response at human M5 receptor; P08912; CHO-K1 hM5, Fluo-8 calcium, ACh EC20 PAM; 0% = ACh EC20, 100% = ACh EC100; activation, % at 3 µM; actives 0.3% (n = 360,000); AID 624038;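 active = activation above the run cutoff, the mean activation of all test compounds plus 3 SD, cut at about 18% in these data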
# Target sequence (P08912 whole entry, looked up): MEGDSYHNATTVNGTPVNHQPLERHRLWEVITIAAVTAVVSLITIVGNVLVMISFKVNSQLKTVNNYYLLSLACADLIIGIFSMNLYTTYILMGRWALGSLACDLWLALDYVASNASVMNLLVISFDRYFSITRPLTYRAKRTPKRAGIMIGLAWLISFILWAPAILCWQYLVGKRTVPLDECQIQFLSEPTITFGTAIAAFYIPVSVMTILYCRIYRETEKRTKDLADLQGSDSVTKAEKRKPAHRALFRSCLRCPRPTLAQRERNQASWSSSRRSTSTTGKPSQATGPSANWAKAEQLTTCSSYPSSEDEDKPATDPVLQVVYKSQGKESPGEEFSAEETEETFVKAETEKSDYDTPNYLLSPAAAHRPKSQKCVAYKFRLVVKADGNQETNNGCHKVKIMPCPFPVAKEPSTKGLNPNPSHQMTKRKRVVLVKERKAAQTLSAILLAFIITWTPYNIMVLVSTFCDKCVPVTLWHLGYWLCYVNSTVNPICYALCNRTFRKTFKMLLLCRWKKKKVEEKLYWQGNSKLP
#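 Assay system: CHO-K1 hM5 cells / Incubation: Fluo-8 loading 80 min at 37 °C plus 30 min room temperature / Technique: Fluo-8 calcium dye fluorescence, kinetic read / Repeats: single replicate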
# M5 antag – antagonists of human muscarinic M5 receptor (CHRM5); CHO-hM5 cells, Fluo-8 calcium fluorescence, ACh EC80; inhibition, % at 3 µM; actives 0.59% (n = 360,000);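 active = inhibition above a per-plate cutoff, the mean of that plate's test compounds plus 3 SD, cut at about 27% in these data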;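 note: 0% = acetylcholine EC80 with DMSO and 100% = DMSO without agonist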
# M4 ag – CHRM4 agonism in calcium assay; AID 624127; activation, % at 3 µM; actives 0.14% (n = 360,000); P08173; CHO-K1 hM4/Gqi5, Fluo-8 calcium fluorescence; vehicle 0%, full acetylcholine response 100%;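 active = activation above the run mean over all test wells plus 3 SD, cut at about 32% in these data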;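 note: peak over basal fluorescence ratio per well then scaled between controls; 0% = DMSO wells and 100% = acetylcholine at EC100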
# Target sequence (P08173 whole entry, looked up): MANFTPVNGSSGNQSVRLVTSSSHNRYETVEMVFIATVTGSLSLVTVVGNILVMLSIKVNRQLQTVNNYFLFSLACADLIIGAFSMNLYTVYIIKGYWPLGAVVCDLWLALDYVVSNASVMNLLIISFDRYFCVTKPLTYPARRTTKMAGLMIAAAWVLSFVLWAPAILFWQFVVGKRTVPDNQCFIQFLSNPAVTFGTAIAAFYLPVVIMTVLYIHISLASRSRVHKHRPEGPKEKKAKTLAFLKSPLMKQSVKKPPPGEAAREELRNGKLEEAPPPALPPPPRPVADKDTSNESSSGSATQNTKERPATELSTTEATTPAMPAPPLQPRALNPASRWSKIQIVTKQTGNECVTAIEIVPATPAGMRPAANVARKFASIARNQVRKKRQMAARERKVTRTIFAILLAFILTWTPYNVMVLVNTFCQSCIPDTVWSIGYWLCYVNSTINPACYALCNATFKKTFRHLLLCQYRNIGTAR
# CHRM4 PAM – positive allosteric modulators of human muscarinic M4 receptor; CHO-K1 hM4/Gqi5, Fluo-8 calcium fluorescence, ACh EC20; 0% = ACh EC20, 100% = maximal ACh; activation, % at 3 µM; P08173; actives 0.4% (n = 360,000);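 active = activation above its plate's cutoff, the mean activation of sample wells plus 3 SD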; note: some results filed as inactive read as strong as hits
# CHRM5 agonist – agonists of human muscarinic M5 receptor (CHRM5); P08912; CHO-K1 hM5 cells, Fluo-8 calcium fluorescence; 0% DMSO wells, 100% maximal acetylcholine response; activation, % at 3 µM; actives 0.19% (n = 360,000); AID 624037;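 active = activation above the run's mean over test compounds plus 3 SD, cut at about 23% in these data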;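 note: signal is peak over basal fluorescence ratio across the kinetic read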
# CHRM4 antagonist – antagonists of human muscarinic M4 receptor (CHRM4); inhibition, % at 3 µM; actives 0.73% (n = 360,000); CHO-hM4 cells, ACh EC80, Fluo-8 calcium fluorescence; P08173;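 active = inhibition above its plate's cutoff, the mean inhibition of sample wells plus 3 SD, cut at about 27% in these data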;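 note: 0% = acetylcholine EC80 with DMSO and 100% = DMSO without agonist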
# CRFBP-R2 block – blocks CRF-induced signaling of the CRF-BP/CRF-R2 complex; HEK293 CRF-R2/CRF-BP, CRF-induced calcium fluorescence; inhibition, % at 11.8 µM; actives 0.59% (n = 350,000); AID 588475;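 active = inhibition of the ligand-induced calcium signal above about 50% at the single tested concentration, limit read from the data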
# CRFBP-R2 agonist – agonists of human CRF-binding protein/CRF-R2 receptor complex. HEK293 CRF-R2/CRF-BP, calcium dye fluorescence (FLIPR); percent of saturating CRF peptide response. activation, % at 13.2 µM. actives 0.46% (n = 350,000);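 active = activation of at least 50%, plus an integration ratio under a set limit after plate pattern correction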;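 note: plate controls were neutral control wells without compound for no effect and CRF at EC100 for full effect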
# IDE inh – cellular human IDE inhibition | P14735 | HEK cells, FAbetaB cleavage, fluorescence polarization | inhibition, % at 5.59 µM | actives 0.41% (n = 320,000);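 active = percent inhibition above the average of all tested compounds plus 3 SD, set per screening campaign, cut at about 16% in these data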;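 note: IDE supplied by intact live HEK cells; FP after avidin binding of uncleaved biotin substrate so inhibition keeps polarization high; 0% = DMSO wells and 100% = 60 µM reference IDE inhibitor Ii1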
# * hit, by the source's call; . = not tested or not shown.
# The opening 4 entries as a preview:
SMILES,M5 PAM,M5 antag,M4 ag,CHRM4 PAM,CHRM5 agonist,CHRM4 antagonist,CRFBP-R2 block,CRFBP-R2 agonist,IDE inh
CCc1nc(C)cn1S(=O)(=O)c1cc([N+](=O)[O-])ccc1Cl,4,4,0,-2,0,1,6,1.3,-1
O=NN(Cc1cccnc1)C(=O)NC1CCCCC1,-4,5,0,1,-3,6,.,.,.
Cc1ccc(NC(=O)CSc2nncn2N)cc1C,2,-4,0,-1,2,1,-8,1.4,2
Cc1cc(NC(=O)Cn2nnc3sc4c(c3c2=O)CCC(C(C)(C)C)C4)no1 (configuration not stated),7,-6,1,7,3,-5,-60,3.6,-2

# Results (from the top)
SMILES,M5 PAM,M5 antag,M4 ag,CHRM4 PAM,CHRM5 agonist,CHRM4 antagonist,CRFBP-R2 block,CRFBP-R2 agonist,IDE inh
CCc1nc(C)cn1S(=O)(=O)c1cc([N+](=O)[O-])ccc1Cl,4,4,0,-2,0,1,6,1.3,-1
O=NN(Cc1cccnc1)C(=O)NC1CCCCC1,-4,5,0,1,-3,6,.,.,.
Cc1ccc(NC(=O)CSc2nncn2N)cc1C,2,-4,0,-1,2,1,-8,1.4,2
Cc1cc(NC(=O)Cn2nnc3sc4c(c3c2=O)CCC(C(C)(C)C)C4)no1 (configuration not stated),7,-6,1,7,3,-5,-60,3.6,-2
Cc1cc(NC(=O)CSc2nc(C(C)C)nc3sc4c(c23)CCC(C)C4)no1 (configuration not stated),-6,-2,0,4,-1,-7,-15,-0.8,2
CCN(CC)C(=O)c1[nH]cnc1C(=O)Nc1ccon1,-2,4,0,8,2,-3,-3,0.8,-5
CSc1ccc(/C=N/Nc2ccc(Cl)c(C(=O)O)c2)cc1,8,2,1,16,-2,-9,4,0.4,1
CC(C)C[C@H]1COc2cccc(N3CCC[C@H]3CO)c2S(=O)(=O)N1,-2,5,2,12,1,-14,.,.,.
COC(=O)c1[nH]c2ccc(C)cc2c1NC(=O)NC1CCCCC1,-1,5,1,4,-6,5,4,0.0,0
OCCC1CN(Cc2cccnc2)CCN1CCc1ccccc1 (configuration not stated),1,5,1,1,-15,5,-16,-1.1,2
CC1(C(=O)NS(=O)(=O)c2cccc(Cl)c2)CCN1C(=O)c1cccc(F)c1 (configuration not stated),2,3,0,8,1,2,.,.,.
CCOC(=O)[C@]12CCC=C1N(Cc1ccco1)C(=O)[C@H](CC(=O)NCc1cccs1)C2,1,0,1,-2,2,-2,.,.,.
CC1(C)NC(=O)N(CC(O)CN(c2ccccc2)S(=O)(=O)c2ccc([N+](=O)[O-])cc2)C1=O (configuration not stated),9,-10,2,8,-2,0,0,-0.3,3
O=C(O)CC(CC(=O)O)n1cccc1,-3,6,0,-2,1,6,-22,0.3,.
CCOC(=O)c1sc(NC(=O)CCN2C(=O)c3ccccc3C2=O)c(C(=O)OCC)c1C,16,-5,0,6,-2,0,-9,-1.7,0
COc1cccc(NC(=O)C(=O)NCC(c2ccco2)N2CCc3ccccc3C2)c1 (configuration not stated),1,1,0,-5,1,14,20,-0.1,2
CN(Cc1ccccc1)C(=O)[C@@H]1CCCN1C(=O)[C@@H]1CCCN1C(=O)c1cccc2ccccc12,2,-4,5,2,-1,6,.,.,.
Cc1ccc(Nc2nnc(SCC(=O)Nc3ncc(S(=O)(=O)c4ccc([N+](=O)[O-])cc4)s3)s2)cc1,-3,0,1,5,-1,-5,0,1.7,1
Cc1cccc(C)c1-n1nnnc1C1(C)CCC(=O)N1Cc1cccs1 (configuration not stated),-4,3,0,3,-2,-2,.,.,.
COc1ccc(NC(=O)CN2C(=O)CSC(C)C2=O)cc1 (configuration not stated),-1,7,1,4,-4,-6,9,1.9,3
CCC(C)C(=O)Nc1c2c(nc3c1CCC3)CCCC2 (configuration not stated),-2,5,0,6,1,-5,-6,0.1,5
COc1ccc(NC(=O)CSc2nc3c([nH]c4ccccc43)c(=O)n2C)cc1,3,-2,0,-1,2,-2,10,-2.3,5
CCOC(=O)CC1C(=O)NCCN1Cc1cccs1 (configuration not stated),2,-1,1,2,-4,-4,-10,-0.1,4
Cc1ccc(S(=O)(=O)c2ccc(Cl)cc2)cc1S(=O)(=O)N1CCN(C)CC1,-1,0,8,4,5,-14,-17,-1.0,3
CCCSc1nnc(CSc2nc(C)cc(C)n2)n1C,3,0,0,1,-1,-1,7,-2.9,-6

# Next section
SMILES,M5 PAM,M5 antag,M4 ag,CHRM4 PAM,CHRM5 agonist,CHRM4 antagonist,CRFBP-R2 block,CRFBP-R2 agonist,IDE inh
Cc1cccc(/N=C/c2c(O)ccc3oc4c(c23)CCCC4)n1,6,-8,3,2,-1,-6,-34,-3.2,-4
Cn1c(-c2cccs2)[n+](C)c2ccccc21,6,-2,1,-6,-3,-5,3,-0.9,2
CCOC(=O)C(/C=C(\C#N)C(=O)OCC)=C(/N)N1CCN(c2c(C)cccc2C)CC1,-5,3,0,1,1,9,5,-0.2,3
COc1ccc2nc(NC(=O)C(NS(=O)(=O)c3cccs3)C(C)C)sc2c1 (configuration not stated),-8,6,2,-8,-2,25,-11,-1.6,3
O=C(/C=C\c1ccccc1)Nc1nccs1,-1,-7,2,1,-4,9,17,-4.0,3
Cc1ccc(/C=C(\C#N)C(=O)NCC2CCCO2)o1 (configuration not stated),-1,-7,1,2,-1,4,21,0.2,-1
Cc1ccc(S(=O)(=O)NCC(c2ccco2)N2CCc3ccccc3C2)cc1 (configuration not stated),-5,8,-1,-4,-3,-2,7,-1.0,6
Cc1cccc(C)c1NC(=O)c1c(C)nn(-c2ccccc2)c1Cl,-1,-2,0,7,-3,-4,18,-1.7,-3
Fc1ccc(OCCOCCOc2cccc3[nH]ccc23)cc1,0,6,1,7,2,-5,2,-1.9,-2
COC(=O)C1=C(C(=O)OC)SC(=C2C(=S)C(C)(C)N(C(=O)C3CC3)c3ccccc32)S1,0,-4,0,11,0,-6,-1,-1.5,-8
O=C(Cc1ccc(Cl)cc1Cl)NCc1cccnc1,5,-2,2,3,-1,2,14,-0.9,2
COc1ccccc1N1CCN(C(=O)C(=O)c2c(C)n(C)c3ccccc23)CC1,-7,-4,9,0,2,-14,-22,-2.6,-7
C[C@H]1CN=C(Nc2ccccc2)N1CCC1CCCCC1,1,6,3,0,-9,-1,5,0.2,1
COc1ccc(S(=O)(=O)n2ccc(C)n2)cc1C,-11,16,2,-9,-3,7,6,-0.4,7
CCN(CC(=O)Nc1c(F)cccc1F)C(=O)c1ccccc1F,-1,10,1,4,-1,2,-6,-1.0,-1
CCOC(=O)/C(C#N)=C/Nc1ccccc1NS(=O)(=O)c1ccc(C)c(C)c1,-2,14,1,-2,-5,-8,-4,-0.9,-1
COc1cc(Cl)c(CNC[C@H]2O[C@@H](n3ccc(=O)[nH]c3=O)[C@H](O)[C@@H]2O)c(Cl)c1O,6,-13,1,4,0,-11,-24,2.9,.
CCC(Sc1n[nH]c(=O)[nH]c1=O)C(=O)OCc1ccccc1 (configuration not stated),5,0,0,1,-8,17,3,-0.6,1
NCCCCCc1nnc(SC/C=C/c2ccccc2)o1,-9,10,2,-25,-7,38*,-3,0.0,6
O=C(Nc1cc2c(cc1C(=O)O)OCCCO2)c1ccc(F)cc1F,1,-3,2,4,0,0,6,-0.2,1
CCOCC(=O)Nc1cccc(SC)c1,8,-16,1,2,1,1,31,7.2,1
Cc1ccc(S(=O)c2ccc([N+](=O)[O-])c3nonc23)cc1 (configuration not stated),-3,24,9,0,40*,15,-39,33,.
CC(C)C(=O)N1CCCCCCN1C(=O)C(C)C,-2,0,0,-4,1,2,-23,1.7,.
Cc1ccc(C)c(NC(=O)C(OC(=O)c2ccc(C)s2)c2ccccc2)c1 (configuration not stated),-11,1,-1,-3,-2,-13,-6,9.5,-5
CC(C)C[C@@H](CN1CCC[C@H]1CN1C(=O)C(=O)NC[C@@H]1Cc1ccccc1)N1C[C@H](Cc2ccccc2)N(CCc2ccccc2)C(=O)C1=O,2,-4,0,4,-3,-7,.,.,.

# The results go on.
SMILES,M5 PAM,M5 antag,M4 ag,CHRM4 PAM,CHRM5 agonist,CHRM4 antagonist,CRFBP-R2 block,CRFBP-R2 agonist,IDE inh
O=C(CN1C(=O)c2cccnc2Oc2ccc(Cl)cc21)Nc1ccc(F)cc1,4,-3,1,6,2,-17,0,0.0,-1
O=[N+]([O-])c1ccc(N2CCOCC2)cc1NC(c1ccccc1)c1ccccc1,5,0,0,11,-2,0,-2,-0.2,3
COc1cccc(COC(=O)c2ccc3c(=O)n4c(nc3c2)CCC4)c1OC,1,-3,4,1,9,-23,9,1.1,6
CCOc1ccc(S(=O)(=O)N2CCN(C(=O)CCC(=O)N3CCOCC3)CC2)cc1,-1,6,0,2,-1,-9,-4,0.1,0
CCCn1c(=O)n(C)c(=O)c2c(SCC(=O)NCc3ccco3)nc(C3CC3)nc21,8,6,2,4,0,4,5,-0.8,3
CCOc1ccc(Br)cc1S(=O)(=O)Nc1ccc(NC(=O)c2ccccc2F)cc1,-5,2,4,-5,0,13,-35,1.6,1
COCn1c(C(O)c2ccccc2)cc2ccccc21 (configuration not stated),3,0,2,-3,-1,5,5,-1.3,.
O=C(Nc1nc(-c2ccccc2)cs1)c1ccc(=O)[nH]c1,2,6,6,-2,3,1,-5,1.5,-3
Cc1ccc[n+](CC(=O)Nc2ccc([N+](=O)[O-])cc2Cl)c1,13,0,0,0,-15,2,26,-0.4,2
CCOC(=O)[C@@H]1[C@H]2COc3ccc(Br)cc3[C@H]2N2C(=O)N(c3ccc(F)cc3)C(=O)[C@@]12C,-9,11,0,4,1,10,2,2.0,-2
CC(C)(C)C(=O)Nc1sc2c(c1C#N)CCC2,-4,2,1,3,-5,-2,12,-2.4,6
CCCc1[nH][nH]c(=O)c1C(c1ccc(Cl)cc1)C(C#N)C#N (configuration not stated),-2,-2,1,3,-1,-5,-40,0.7,1
Cn1nnnc1Sc1ncnc2scc(-c3ccc([N+](=O)[O-])cc3)c12,-6,16,2,-3,-3,1,6,3.6,0
O=C(Nc1c[nH]c2c(Cl)cccc2c1=O)N1CCN(c2ccccn2)CC1,-6,13,3,-6,4,-1,13,-3.4,.
CCC(=O)N/N=C(\C)CC(=O)Nc1ccc(F)cc1,0,2,1,10,-3,-14,14,8.4,8
CCC(C(=O)NC1CC1)n1nc(C)c2c(C)n(-c3ccc(C)cc3)nc2c1=O (configuration not stated),4,-5,0,10,-4,-19,-9,0.9,5
COc1ccc(N(CC(=O)NCCSCc2ccc(Cl)cc2)S(C)(=O)=O)cc1Cl,0,23,7,-4,-7,-14,17,0.6,-4
CCc1nnc(SCc2ccc(C(=O)OC)o2)n1N,19*,-10,2,12,2,-7,6,0.0,0
Cc1ccccc1N1CCN(Cc2ccc([N+](=O)[O-])o2)CC1,-5,9,0,2,-6,1,16,-1.6,0
COc1ccc2[nH]c(C)cc(=O)c2c1,-4,-2,0,-9,2,3,-8,0.9,-1
CCc1ccccc1NC(=S)N1CCCCCC1,-4,15,0,0,-3,-1,9,-0.6,.
Cc1nn(Cc2ccc([N+](=O)[O-])cc2)c(=O)n1-c1cccc(F)c1,-6,3,1,24,0,7,2,-0.9,4
Cc1nc2ccc(NC(=O)c3cncc(Br)c3)cc2s1,0,8,2,-3,-1,-14,-34,-1.0,-4
O=C(NCc1ccccc1)c1ccc(C2SCC(=O)N2Cc2ccccc2)cc1 (configuration not stated),-23,1,7,-19,-5,34*,4,-1.3,2
CSc1ccccc1NC(=O)CSc1nncs1,5,6,1,3,0,-2,-1,-1.4,0

# Bioassay records deposited in PubChem BioAssay by several laboratories.
